High-throughput results from PubChem BioAssay.
AddAB inh = growth inhibition of E. coli expressing H. pylori AddAB, primary screen, AddAB inhibitor project, absorbance; actives 0.29% (n = 330,000); inhibition, % at 11.9 µM; in the data active means inhibition above about 12%;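 further: 0% = vehicle wells of infected cells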
PfHsp90 yeast 2 = growth inhibition of PfHsp90-expressing yeast, primary screen, antimalarial PfHsp90 inhibitor project, S. cerevisiae, BacTiter-Glo luminescence, single point, set 2 | BacTiter-Glo ATP, 48 h; yeast lacking PDR1 and PDR3 efflux regulators | inhibition, % at 9.4 µM | actives 0.32% (n = 310,000);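 active means every replicate shows inhibition above about 80%, whatever the replicate mean, limit read from the data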;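 further: 0% = DMSO neutral controls and 100% = 20 µM radicicol positive controls; yeast relying on Plasmodium falciparum Hsp90 in place of its own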
E coli growth = E. coli V3065 growth inhibition, primary screen, counter-screen for AddAB inhibitor project, absorbance, OD600; actives 0.27% (n = 330,000); 18 h; inhibition, % at 11.9 µM;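 active means inhibition above the campaign's mean inhibition across all tested compounds plus 3 SD, cut at about 9.9% in these data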;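 further: uninfected addAB+ strain grown without phage in ampicillin broth; 0% = DMSO wells and 100% = ciprofloxacin 0.95 µg/ml wells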
HTR5A inv ctr = HTR5A inverse agonists in luminescence cell assay, primary screen, counter-screen for OPRM1-OPRD1 heterodimer inverse agonist project, full-deck HTS; AID 504634, 2011; HTR5A cell line, inverse agonism; inhibition, % at 9.3 µM; actives 0.083% (n = 340,000); in the data active means inhibition mostly above about 23%, no sharp cut-off; inactive means mostly below about 18%;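 further: 0% = cells with DMSO and 100% = no-cell wells with DMSO; some compounds called inactive have numbers as strong as hits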
Target sequence (P47898 whole entry, looked up): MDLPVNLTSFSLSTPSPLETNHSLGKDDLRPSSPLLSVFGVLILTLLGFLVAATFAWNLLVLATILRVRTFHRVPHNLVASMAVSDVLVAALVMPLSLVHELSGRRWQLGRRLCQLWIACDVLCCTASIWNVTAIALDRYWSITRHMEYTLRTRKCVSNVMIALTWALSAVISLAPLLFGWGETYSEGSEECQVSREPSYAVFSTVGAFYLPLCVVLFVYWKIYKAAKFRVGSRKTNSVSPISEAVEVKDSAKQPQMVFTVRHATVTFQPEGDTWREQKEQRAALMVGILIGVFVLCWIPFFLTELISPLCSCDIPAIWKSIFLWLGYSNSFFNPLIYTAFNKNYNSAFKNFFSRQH
PKA-R1A activ = activators of PKA-R1A holoenzyme, primary screen, biochemical, fluorescence polarization, Cy5-IP20, bovine R1A, mouse PKAc; cAMP-dependent protein kinase type I-alpha regulatory subunit (Bos taurus) + …; PKA-R1A dissociation; scaled: DMSO 0%, 113 µM cGMP 100%; activation, % at 11.4 µM; actives 0.083% (n = 340,000); AID 504707, 2011;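 active means percent activation above the mean of all tested compounds plus 3 SD, cut at about 19% in these data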;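 further: higher means more PKAc released from R1A so a rise in polarization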
Tat transport = E. coli Tat export inhibitors, primary screen, MC4100, TorA-mCherry reporter, fluorescence, single point | inhibition, % at 10 µM | actives 0.036% (n = 340,000);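 active means mean replicate inhibition at least 50% and at least half of replicates individually reaching 50%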;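 further: exported cargo escapes ClpAP degradation while cytoplasmic cargo is degraded and loses fluorescence; 0% = median of neutral control wells and 100% = median of NaSCN control wells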
OPRM1-OPRD1 inv = inverse agonists of MOR-DOR heterodimerization, primary screen, cell-based, luminescence | actives 0.21% (n = 340,000) | Mu-type opioid receptor (Homo sapiens) + Delta-type opioid receptor (Homo sapiens), … | cell-based MOR-DOR heterodimer luminescence, inverse agonism | inhibition, % at 9.3 µM; in the data active means inhibition above about 22%, passing the limit was not always enough;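 further: 0% = cells with DMSO and 100% = wells without cells with DMSO; values of inactives mirror those of a sister screen read the other way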
SUMO Mot1 rescue = yeast Mot1-301 growth rescue at high temperature, primary screen, SUMOylation pathway inhibitor project, S. cerevisiae, ATP luminescence, 38.5C. S. cerevisiae Mot1-301 growth rescue; percent above DMSO median, 100 means doubled. growth rescue, % at 18.8 µM. actives 1% (n = 320,000);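 active means every valid replicate shows activation above 250% relative to neutral control wells; inactive means the rest, any valid replicate at or below 250%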;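 further: OY570 slx delta 5 strain wells were the positive control but not used for scaling; some compounds called inactive have numbers as strong as hits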
phage Ecoli inh = growth loss of phage-infected E. coli, primary screen, RecBCD inhibitor project, absorbance, with phage, HTS | actives 0.26% (n = 360,000) | inhibition, % at 11.9 µM; in the data active means inhibition above about 11%
OPRM1-OPRD1 ag = agonists of OPRM1-OPRD1 heterodimerization, primary screen, cell-based, luminescence | actives 0.3% (n = 340,000) | activation, % at 9.3 µM | Mu-type opioid receptor (Homo sapiens) + Delta-type opioid receptor (Homo sapiens), … | cells; in the data active means activation above about 18%;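 further: 0% = vehicle-treated cells and 100% = reference agonist; values of inactives mirror those of a sister screen read the other way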
PKA-R2B activ = activators of PKA-R2B holoenzyme, primary screen, biochemical, fluorescence polarization, Cy5-IP20, human | cAMP-dependent protein kinase catalytic subunit beta (Homo sapiens) + cAMP-dependent … | PKA-R2B holoenzyme dissociation; R2B truncated from residue 108, S112A mutant; 0% DMSO only, 100% 113 µM cGMP | activation, % at 11.4 µM | actives 0.079% (n = 340,000) | AID 504700, 2011;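 active means activation above a cutoff set at the mean over all compounds plus 3 SD, cut at about 18% in these data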;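 further: higher means more holoenzyme dissociation and a rise in polarization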
Target sequence (P31323 whole entry, looked up, other chains not shown, the tested form may be a part): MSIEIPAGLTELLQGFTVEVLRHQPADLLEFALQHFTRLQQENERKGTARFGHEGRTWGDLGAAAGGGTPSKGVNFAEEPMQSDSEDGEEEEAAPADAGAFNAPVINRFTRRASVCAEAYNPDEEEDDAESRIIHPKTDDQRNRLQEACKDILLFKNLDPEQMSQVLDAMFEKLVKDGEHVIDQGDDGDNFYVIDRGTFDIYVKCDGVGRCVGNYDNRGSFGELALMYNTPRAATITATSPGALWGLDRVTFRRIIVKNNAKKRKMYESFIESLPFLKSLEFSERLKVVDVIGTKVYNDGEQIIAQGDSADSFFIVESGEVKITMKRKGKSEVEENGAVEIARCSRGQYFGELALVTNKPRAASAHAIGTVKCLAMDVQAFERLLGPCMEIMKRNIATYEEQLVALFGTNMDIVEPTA
Active calls of the source: *; nt = not tested or not shown; & = joins results of further samples.

| cpd | SMILES | AddAB inh | PfHsp90 yeast 2 | E coli growth | HTR5A inv ctr | PKA-R1A activ | Tat transport | OPRM1-OPRD1 inv | SUMO Mot1 rescue | phage Ecoli inh | OPRM1-OPRD1 ag | PKA-R2B activ |
| --- | --- | --- | --- | --- | --- | --- | --- | --- | --- | --- | --- | --- |
| 1 | Cc1cc(CNC(=S)Nc2ccc(Br)cc2Cl)nn1C | -3.6 | 13 | -2.4 | 15 | 2 | 0 | 11 | -10 | 5.5 | -2.4 | 4 |
| 2 | CC(C(=O)O)N1c2cccc3cccc(c23)S1(=O)=O (stereo not given) | nt | -11 | nt | 0 | -4 | -1 | -3 | 83 | 3.2 | 0.6 | -3 |
| 3 | COCCN1C(=O)C(CC(=O)Nc2ccc(C(C)=O)cc2)SC1=Nc1ccccc1 (stereo not given) | 3.1 | -11&0 | -0.5 | 6&-19 | -9&8 | 5&-5 | 11&-8 | 2 | 1.3&1.2 | -2.1&2.0 | -2&-9 |
| 4 | Cc1cccnc1NC(=O)CCNS(=O)(=O)c1ccc2c(c1)c(=O)n(C)c(=O)n2C | -0.1 | -7 | -1.2 | 4 | -6 | -16 | 10 | 2 | 1.4 | -1.8 | -7 |
| 5 | CCCCn1c(N)c(N(CCOC)C(=O)CSCc2c(C)noc2C)c(=O)[nH]c1=O | -0.6 | 15 | 0.4 | -4 | 2 | 12 | 6 | 1 | 2.2 | -1.2 | -10 |
| 6 | CC(NC(=O)Nc1ccccc1)C(c1cccs1)N1CCN(c2ccccc2)CC1 (stereo not given) | -0.3 | -37 | -0.7 | -31 | -1 | -5 | 10 | 2 | 2.4 | -1.7 | -3 |
| 7 | Cc1c(Nc2nc3ccccc3n3cnnc23)cccc1[N+](=O)[O-] | -2.0 | -23 | -1.9 | -25 | -9 | 14 | 13 | -7 | -0.4 | -2.8 | -10 |
| 8 | CCOC(=O)C1CCCN(CC(=O)Nc2ccc(C(=O)Nc3ccccc3OC)cc2)C1 (stereo not given) | nt | -17 | nt | 12 | -15 | -7 | 8 | nt | 2.1 | -1.7 | -5 |
| 9 | Cc1ccccc1Nc1ncnc2c1cnn2-c1ccccc1 | 1.8 | -24 | 0.0 | -13 | -6 | 0 | -26 | 91 | 2.4 | 4.4 | 0 |
| 10 | COc1cccc(NC(=O)CN(C)S(=O)(=O)c2ccc3c(c2)CCC(=O)N3)c1 | 1.4 | -5 | -0.9 | 9 | -4 | 2 | 7 | -12 | nt | -1.2 | 9 |
| 11 | COc1ccc2c(c1)C1CC(C)(NC(=O)C1S(=O)(=O)c1ccc(F)cc1)O2 (stereo not given) | 1.7 | 1 | 0.9 | -3 | 7 | -11 | 19 | 0 | 4.1 | -3.7 | -12 |
| 12 | Cc1cc(=O)oc2cc(OCC(=O)Nc3nnc(C4CC4)s3)ccc12 | -1.5 | -4 | 0.0 | -11 | 1 | 0 | 2 | -15 | -0.6 | -0.4 | -10 |
| 13 | CCC(=O)c1cc(-c2nc3ccccc3n2C)n(C)c1 | 0.3 | -5 | 0.9 | -18 | -6 | 1 | -1 | 3 | 3.1 | 0.1 | 2 |
| 14 | COc1cc(C(=O)Nc2c(C(=O)O)[nH]c3ccc(Br)cc23)cc(OC)c1OC | -1.7 | 6 | -5.4 | 0 | 4 | 8 | 14 | -13 | 2.6 | -2.9 | 2 |
| 15 | COc1ccc(NC(=O)Nc2ccc(CC(=O)O)cc2)cc1 | 1.0 | 18 | -0.9 | -5 | -2 | 6 | 11 | -4 | 2.0 | -1.9 | -6 |
| 16 | Cc1cc(OCCCn2ccnc2)cc(C)c1Cl | -2.2 | -3 | 1.6 | 12 | 7 | 11 | 2 | 31 | 1.7 | -0.3 | 1 |
| 17 | Cn1ccnc1SCC(=O)Nc1ccc2ccccc2c1 | -0.5 | 1 | 2.7 | 5 | -6 | 2 | 7 | 246 | 0.9 | -1.2 | -8 |
| 18 | O=C(CN1CCSCC1)N/N=C/c1cccc(Cl)c1 | 2.8 | -6 | 1.2 | 1 | -7 | 2 | 4 | nt | 1.7 | -0.7 | 7 |
| 19 | Cc1onc(-c2ccccc2)c1C(=O)OCCOc1cccc(Cl)c1 | -0.7 | 1 | -0.8 | -36 | -3 | 30 | -15 | -3 | 0.7 | 2.1 | 2 |
| 20 | COc1cccc(C(=O)Nc2c(F)cccc2F)c1 | 1.9 | -23 | 0.8 | 11 | -2 | 0 | 5 | 0 | 2.5 | -1.1 | -3 |
| 21 | O=C(CCCCCN1C(=O)CCC1=O)Nc1ccc(Cl)c(C(F)(F)F)c1 | 1.3 | 15 | -1.2 | 9 | 1 | 0 | 2 | -16 | 2.7 | -0.5 | -5 |
| 22 | O=C(Nc1ccccc1Cl)C1C2CCCCC21 (stereo not given) | nt | 6 | nt | 13 | 2 | 7 | -1 | nt | 2.7 | 0.2 | 3 |
| 23 | O=C(O)COCC(=O)N1CCCN(c2nccc(C(F)(F)F)n2)CC1 | 0.2 | 20 | -1.0 | -6 | -2 | -12 | 15 | -3 | nt | -2.5 | 3 |
| 24 | COC(=O)c1ccc2nc(-c3cccc(N)c3)cn2c1 | 4.9 | 5 | -0.2 | 19 | 2 | 13 | -4 | 7 | 1.5 | 1.0 | -11 |
| 25 | COc1ccccc1N(C(=O)CNS(=O)(=O)c1ccccc1)C(C(=O)NCc1ccco1)C(C)C (stereo not given) | nt | 6 | nt | 17 | 0 | -4 | 19 | nt | 4.3 | -3.8 | 2 |
| 26 | Cc1cc(C)n2nc(C(=O)N/N=C/c3ccc(O)cc3)nc2n1 | -0.7 | -35 | -0.8 | -2 | -5 | 14 | 18 | -12 | 3.0 | -3.8 | 1 |
| 27 | CC1=C(C(N)=O)C(c2cccnc2)n2nc(SCc3ccccc3Cl)nc2N1 (stereo not given) | 0.9 | -49 | -2.7 | 0 | -9 | -1 | 6 | 10 | nt | -1.0 | -2 |
| 28 | COc1ccc(CNC(=O)CN(C(=O)CCC(=O)Nc2nccs2)c2cccc(C)c2)cc1 | 3.6 | 3 | -0.1 | -8 | 8 | 1 | 6 | 276 | -1.3 | -1.1 | 3 |
| 29 | COc1ccc(C(O)P(=O)(OC(C)C)OC(C)C)c(OC)c1 (stereo not given) | 0.8 | 34 | 0.6 | 6 | 9 | 7 | 6 | -7 | 3.0 | -1.2 | 7 |
| 30 | COC(=O)c1c(NC(C)=O)sc2c1CCCCC2 | -0.8 | -6 | -1.1 | 3 | -7 | 4 | -2 | 6 | 3.0 | 0.4 | 7 |
| 31 | Clc1ccc(-c2ccc(/C=N/Nc3nncc(-c4ccccc4)n3)o2)cc1 | 0.5 | -41 | -1.8 | -9 | 6 | -4 | 4 | 9 | 1.5 | -0.7 | -16 |
| 32 | Cc1cccc(NC(=O)NCCc2c[nH]c3ccccc23)c1 | 2.7 | -16 | 0.4 | 0 | 0 | -7 | 7 | -4 | 4.3 | -1.3 | 1 |
| 33 | CC(=O)N1C(=O)C(=C2C=C(C)OC(C)=C2)c2ccccc21 | 3.9 | nt | 3.5 | -9 | -1 | 2 | 11 | -15 | 3.1 | -2.4 | 1 |
| 34 | CCCc1[nH]nc2c1C(/C(C)=C/c1ccccc1)C(C#N)=C(N)O2 (stereo not given) | 1.2 | -8 | -1.7 | 0 | -2 | 3 | -10 | -7 | 1.1 | 1.6 | 0 |
| 35 | CCN1CCC2(CC1)C(C#N)=C(N)Oc1c2sc2nc(C)cc(C)c12 | 1.8 | -9 | -2.8 | -30 | -7 | 6 | 9 | 7 | 1.6 | -1.9 | 5 |
| 36 | CC(C)n1nccc1NS(=O)(=O)c1ccccc1 | 1.6 | 7 | -1.1 | 10 | 3 | 2 | 12 | -5 | -2.3 | -3.1 | -3 |
| 37 | Cc1cc2c(cc1S(=O)(=O)Nc1c(C)cccc1C)n(C)c(=O)c(=O)n2C | 6.8 | 24 | -1.8 | 6 | -9 | -1 | 13 | 2 | 1.1 | -2.6 | 7 |
| 38 | Cc1nc2nc(SCC(=O)O)nn2c(C)c1Cc1c(F)cccc1Cl | 3.1 | -9 | -0.4 | -17 | -2 | 2 | -4 | -11 | 2.7 | 0.7 | -2 |
| 39 | COCCN1C(=O)c2oc3ccccc3c(=O)c2C1c1cccc(O)c1 (stereo not given) | 3.8 | -7 | 2.1 | 16 | -18 | 5 | 12 | -7 | 1.7 | -2.4 | 8 |
| 40 | COc1ccc(NC(=S)Nc2ccccc2F)c(OC)c1 | 1.9 | 5 | 0.3 | 4 | 13 | -7 | 14 | 177 | 1.8 | -2.5 | 2 |
| 41 | CCCCn1c(SCC(N)=O)nc2ccc(N3CCOCC3)cc2c1=O | -0.2 | -39 | 0.8 | 3 | -2 | -2 | 1 | -9 | 2.0 | -0.1 | 7 |
| 42 | CC(C)CCn1c(S(=O)(=O)O)nc2ccccc21 | 1.9 | 7 | 1.3 | -25 | -16 | -10 | 6 | nt | 2.5 | -1.1 | 1 |
| 43 | CC1(C)CC2CC(C)(CN2/C=C2/CCCCC2=O)C1 (stereo not given) | -1.4 | 4 | -1.1 | 5 | -7 | 1 | 11 | -4 | -0.6 | -2.3 | -2 |
| 44 | COc1c(S(=O)(=O)N2CCN(c3ccc(F)cc3)CC2)ccc(Cl)c1Cl | 1.7 | -16 | -0.6 | -3 | -10 | 4 | -3 | -6 | 3.4 | 0.6 | -4 |
| 45 | COc1ccc(CCn2c(C(C)C)nc3c(c(=O)c4ccccc4n3C)c2=O)cc1 | -4.2 | -6 | -1.1 | 4 | 7 | -8 | -4 | 18 | nt | 0.8 | -7 |
| 46 | CC(C)(C)NC(=O)C(OC(=O)c1ccco1)c1ccc(Cl)cc1 (stereo not given) | -2.0 | 10 | -2.4 | -10 | 5 | -2 | 11 | 14 | 2.7 | -2.3 | 2 |
| 47 | NC(=O)C1CCN(CC(=O)Nc2ccc3c(c2)OCCO3)CC1 | 3.2 | 1 | 2.4 | -6 | 10 | -6 | 13 | 86 | -0.5 | -3.3 | -6 |
| 48 | CCOc1cc(CNCCO)c(Cl)cc1OCC(=O)NCCc1ccccc1 | 0.2 | 13 | 1.2 | -8 | 8 | 4 | 6 | -8 | 1.4 | -1.1 | 5 |
| 49 | CC(C)(C)c1cc(CCC(=O)NNC(=O)c2ccco2)cc(C(C)(C)C)c1O | 1.2 | -14 | 0.2 | -14 | 0 | -10 | 5 | -1 | 3.4 | -0.9 | -9 |
| 50 | S=c1[nH]nc(NCCc2ccccc2)s1 | 1.6 | -8 | -1.1 | 16 | -11 | -8 | -3 | -3 | 4.4 | 0.4 | 1 |
| 51 | O=c1c(Cc2c(F)cccc2Cl)c(O)ccn1CCc1ccccn1 | 1.5 | 8 | 0.8 | -23 | 1 | -2 | 1 | 7 | 2.8 | -0.2 | 6 |
